# Bioassay records as filed in PubChem BioAssay.
# HIF-2a inh – blocks HIF-2a reporter activity. 786-0 RCC cells HIF-2a reporter, luciferase luminescence, overnight. inhibition, % at 18.8 µM. hit rate 0.72% among 360,000. AID 624352;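 active means inhibition of the luminescence signal of 40% or more relative to plate controls, in a single-dose primary screen at 18.75 µM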
# TWEAK-Fn14 inh – blocks TWEAK-Fn14 interaction in a reporter cell assay; TWEAK-stimulated Fn14 reporter cells, luciferase luminescence, 8 h; inhibition, % at 10 µM; hit rate 2% among 360,000; AID 1159606; in the data active means inhibition above about 50%
# KKLEB cytotox – CF airway cell cytotoxicity counter-screen; KKLEB CF airway cells viability, ATPlite luminescence, overnight; stronger effect = lower value; cells stimulated with P. aeruginosa culture filtrate; activity change (cytotoxicity), % at 5 µM; hit rate 0.36% among 360,000; AID 602141;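 active means corrected activity change at or below -50% at 5 µM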
# NR2E3 ag-1 – activates human NR2E3 receptor; inhibition of corepressor binding, % at 3.98 µM; CHO-S Gal4-NCOR/VP16-NR2E3 two-hybrid, luciferase; AID 602229; hit rate 0.35% among 360,000; Q9Y5X4;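 active means inhibition above the mean of all tested compounds plus 3 SD, cut at about 70% in these data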;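 further: 0% = DMSO with NR2E3 transfected cells and 100% = cells lacking NR2E3 construct; higher means lower luciferase signal from less NR2E3 corepressor binding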
# Target sequence (Q9Y5X4 whole entry, looked up, the tested form may be a part): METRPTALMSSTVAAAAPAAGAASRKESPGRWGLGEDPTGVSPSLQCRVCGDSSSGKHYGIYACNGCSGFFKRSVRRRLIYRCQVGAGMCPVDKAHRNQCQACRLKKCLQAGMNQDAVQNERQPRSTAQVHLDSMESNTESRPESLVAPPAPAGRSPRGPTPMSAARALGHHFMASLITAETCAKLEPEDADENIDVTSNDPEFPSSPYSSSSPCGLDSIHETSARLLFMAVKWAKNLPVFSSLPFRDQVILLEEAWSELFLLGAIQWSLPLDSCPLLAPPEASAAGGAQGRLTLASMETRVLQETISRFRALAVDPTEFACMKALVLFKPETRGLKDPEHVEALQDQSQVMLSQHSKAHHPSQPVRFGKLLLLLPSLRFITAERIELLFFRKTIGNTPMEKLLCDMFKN
# Peg3 promoter – Peg3 promoter activity inhibition | inhibition, % at 20 µM | HeLa PEG-Prom luciferase reporter, luminescence, overnight | hit rate 1.7% among 360,000;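 active means inhibition of at least 50% at 20 µM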
# C8 TRAIL sens – sensitizes caspase-8 expressing cells to TRAIL; NB7+C8 cells + TRAIL, ATPlite viability luminescence; inhibition (viability loss, TRAIL sensitization), % at 10 µM; hit rate 1% among 360,000; AID 624354;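 active means compounds causing at least 50% loss of cell viability in the single-dose screen, relative to plate controls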
# NR2E3 ag-2 – activates human photoreceptor nuclear receptor NR2E3; hit rate 0.12% among 320,000; AID 2300; inhibition of corepressor binding, % at 4.78 µM; GST-NR2E3/biotin-RetCOR TR-FRET, 1536-well; Q9Y5X4;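 active means percent inhibition above the cutoff of mean plus 3 SD of all tested compounds, set per screening campaign, cut at about 20% in these data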;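 further: 0% = DMSO wells and 100% = biotin wells as full block of FRET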
#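 System: GST-tagged NR2E3 plus biotinylated RetCOR corepressor; Amount: 1.35 nM GST-tagged NR2E3 final; Dosing: single nominal compound dose of 4.8 µM; Schedule: 5 h incubation at 4 °C; Technique: TR-FRET with europium anti-GST and streptavidin-D2, 340 nm excitation; Controls: biotin wells as high control, 0.6% DMSO wells as low control.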
# TROY signal inh – inhibitors of TROY-dependent NF-kB signaling. Q293 LMP1-TROYcd NF-kB luciferase reporter, 4 h. inhibition, % at 10 µM. hit rate 0.98% among 360,000. AID 1347056;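 active means compounds whose plate-normalised and pattern-corrected inhibition of the luciferase reporter signal at the single screening dose is 50% or more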
# Shn3 3UTR inh – reduces Shn3 3'UTR luciferase signal in osteoblasts | hit rate 0.52% among 360,000 | AID 588674 | Clone20 osteoblast Shn3 3'UTR firefly luciferase, 24 h | inhibition, % at 12.5 µM;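 active means mean inhibition of at least 75% with every replicate also reaching 75%; inconclusive means mean inhibition at least 75% but some replicate below; inactive means mean inhibition below 75%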;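 further: 0% = median of neutral control wells and 100% = pilot-screen positive control compound; some compounds past the cut are filed as inactive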
# TRPM1 prom inh – reduces MITF-dependent TRPM1 promoter luciferase signal; SK-MEL-5 TRPM1 promoter luciferase, 24 h; inhibition, % at 12.5 µM; hit rate 0.83% among 330,000; AID 488899;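 active means mean inhibition across replicates of 60% or more, whatever share of single replicates reaches that level; inconclusive means some that reach 60%, reason not given; inactive means mean inhibition across replicates below 60%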; further: values of inactives mirror those of a sister screen read the other way
# CF NFkB block – cystic fibrosis NF-kB activation inhibition; KKLEB NF-kB-GFP reporter, PAF-induced, GFP fluorescence overnight; inhibition, % at 5 µM; hit rate 0.86% among 360,000; AID 588850;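 active means at least 50% inhibition at 5 µM, scaled per plate between neutral and stimulator controls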;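 further: PAF is a Pseudomonas aeruginosa culture filtrate used as stimulus; plate controls were PAF-stimulated DMSO wells for no effect and unstimulated DMSO wells for full effect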
# Numbers without * were called inactive; ? = inconclusive; . = not tested or not shown.
no. | SMILES | TRPM1 prom inh | Peg3 promoter | HIF-2a inh | CF NFkB block | TROY signal inh | C8 TRAIL sens
1 | O=C1OC(c2ccc(Cl)cc2)=N/C1=C\N1CC2CC(C1)c1cccc(=O)n1C2 (configuration not stated) | 11 | 5 | 23 | 8 | 9 | -3
2 | COC(=O)C1C(O)C(C)C(O)C(C)/C=C\C=C(/C)C(=O)Nc2c(C)c(OC(C)=O)c3c(c2O)C(=O)C(C)=C2OCOC(=C23)/C(C)=C/C(C)(O)C(O)C(C)C1O (configuration not stated) | 5 | 7 | 13 | 2 | -6 | -1
3 | COc1cc(C(=O)Nc2ccc(Br)cc2C(=O)c2ccccc2Cl)cc(OC)c1OC | 6 | -12 | 23 | 24 | 0 | 5
4 | CC(Cc1ccccc1)NCc1ccccc1O (configuration not stated) | 6 | -12 | -3 | -24 | 0 | 5
5 | C=C1CC[C@@]2(O)[C@H]3Cc4ccc(O)c5c4[C@@]2(CCN3CC2CC2)[C@H]1O5 | . | -6 | -8 | 12 | -17 | -5
6 | COc1ccc(S(=O)(=O)NC(CC(=O)N2CCC3(CC2)OCCO3)C(C)C)cc1 (configuration not stated) | 2 | 2 | 3 | 3 | -15 | 1
7 | Oc1c(Cl)cccc1Cc1cc(Cl)cc(Cl)c1O | -3 | 49 | -3 | 61* | 66* | 12
8 | COC(=O)C1=C(c2c(C)noc2C)C[C@@H]2CC[C@H]1N2C(=O)N1CCC(O)(c2ccc(Cl)cc2)CC1 | -3 | 9 | 8 | 10 | -8 | 6
9 | CSc1ncc(Br)c(N2CC2)n1 | 11 | 3 | 12 | 33 | -7 | -10
10 | CC(C)CC(C)N (configuration not stated) | -4 | -1 | 4 | 10 | -1 | 9

no. | KKLEB cytotox | NR2E3 ag-2 | TWEAK-Fn14 inh | NR2E3 ag-1 | Shn3 3UTR inh
1 | -9 | 1 | 18 | -3 | 3
2 | 8 | -5 | 3 | -7 | -19
3 | -50* | 0 | 21 | -17 | 4
4 | -12 | -1 | 1 | 8 | 16
5 | -2 | -2 | -8 | -30 | -16
6 | 1 | 2 | -4 | 0 | 9
7 | -19 | . | 65* | 98* | 26
8 | 0 | 1 | 8 | 1 | 11
9 | -25 | . | -28 | -18 | 19
10 | 9 | 2 | 4 | -10 | -9

# From no. 8 up to 10, as listed above:
no. | SMILES | TRPM1 prom inh | Peg3 promoter | HIF-2a inh | CF NFkB block | TROY signal inh | C8 TRAIL sens
8 | COC(=O)C1=C(c2c(C)noc2C)C[C@@H]2CC[C@H]1N2C(=O)N1CCC(O)(c2ccc(Cl)cc2)CC1 | -3 | 9 | 8 | 10 | -8 | 6
9 | CSc1ncc(Br)c(N2CC2)n1 | 11 | 3 | 12 | 33 | -7 | -10
10 | CC(C)CC(C)N (configuration not stated) | -4 | -1 | 4 | 10 | -1 | 9

no. | KKLEB cytotox | NR2E3 ag-2 | TWEAK-Fn14 inh | NR2E3 ag-1 | Shn3 3UTR inh
8 | 0 | 1 | 8 | 1 | 11
9 | -25 | . | -28 | -18 | 19
10 | 9 | 2 | 4 | -10 | -9

# (next part)
no. | SMILES | TRPM1 prom inh | Peg3 promoter | HIF-2a inh | CF NFkB block | TROY signal inh | C8 TRAIL sens
11 | CCOC(=O)C1(CCc2ccccc2)CCN(Cc2ccc3c(c2)OCCO3)CC1 | 13 | 18 | 13 | 20 | 4 | 17
12 | COC(=O)C1=C(c2cccc3c2S(=O)(=O)c2ccccc2-3)C[C@@H]2CC[C@H]1N2C(=O)N1CCc2cc(OC)c(OC)cc2C1 | -12 | -12 | 2 | 30 | 5 | 15
13 | Cc1ccc2[nH]c(=S)n(-c3cccnc3)c(=O)c2c1 | 7 | 11 | 9 | -10 | -15 | -5
14 | Cc1[nH]c2ccccc2c1C(=O)C(=O)N1CC2CC(C1)c1cccc(=O)n1C2 (configuration not stated) | 0 | 13 | 14 | -1 | 5 | -8
15 | COC(=O)[C@@H]1N=C(c2ccc(OC)cc2)O[C@]12C(=O)N(C)c1cccc(Cl)c12 | . | . | -26 | . | -17 | -12
16 | Cc1cc(S(=O)(=O)NC(C)C)ccc1OCC(=O)N1CCN(Cc2ccc3c(c2)OCO3)CC1 | 13 | 27 | 13 | 6 | -8 | 9
17 | O=C1NC(=O)N(Cc2ccccc2Cl)C(=O)/C1=C/N1CCOCC1 | 10 | 16 | 16 | 13 | -12 | 8
18 | CCCC12CN3CN(C1)CC(CCC)(C3)C2O (configuration not stated) | 2 | 2 | 15 | 10 | 10 | -25
19 | Brc1ccc2c(c1)C(OC1CN3CCC1CC3)c1ccccc1CS2 (configuration not stated) | ? | 110* | 21 | 20 | -22 | 6
20 | Cc1c(N=Cc2c(O)n(CCc3ccccc3)c(=O)[nH]c2=O)c(=O)n(-c2ccccc2)n1C | 2 | -1 | 3 | 13 | -9 | 1
21 | CN(Cc1ccccc1)C1CCCN(C(=O)COc2ccccc2Cl)C1 (configuration not stated) | -7 | 10 | -12 | 6 | -7 | 0
22 | COC(=O)C1=C(c2cc3ccccc3o2)C[C@@H]2CC[C@H]1N2C(=O)NC(C)C | 6 | 5 | 14 | -4 | -14 | 2
23 | CCOC(=O)C1CCN(/C=C2/C(=O)NC(=O)N(Cc3ccco3)C2=O)CC1 | 4 | 8 | 10 | 8 | -6 | -8

no. | KKLEB cytotox | NR2E3 ag-2 | TWEAK-Fn14 inh | NR2E3 ag-1 | Shn3 3UTR inh
11 | 11 | -2 | 6 | -10 | 59
12 | -16 | 5 | 29 | -24 | 1
13 | -2 | 0 | 3 | 2 | 14
14 | -9 | 5 | 9 | -5 | 2
15 | . | . | 3 | -15 | .
16 | 0 | 0 | -7 | 38 | 63
17 | 2 | 1 | -5 | -19 | 60
18 | -1 | -3 | 9 | -19 | 10
19 | -24 | -4 | 0 | 23 | 5
20 | 7 | 4 | -22 | 1 | -3
21 | 2 | -3 | -1 | 14 | 4
22 | 14 | -5 | -6 | -1 | 9
23 | -1 | 4 | 21 | -11 | 4

# As entered above.
# COC(=O)[C@@H]1N=C(c2ccc(OC)cc2)O[C@]12C(=O)N(C)c1cccc(Cl)c12 – NR2E3 ag-1 = -15
# O=C1NC(=O)N(Cc2ccccc2Cl)C(=O)/C1=C/N1CCOCC1 – C8 TRAIL sens = 8
# COC(=O)C1=C(c2cccc3c2S(=O)(=O)c2ccccc2-3)C[C@@H]2CC[C@H]1N2C(=O)N1CCc2cc(OC)c(OC)cc2C1 – TRPM1 prom inh = -12
# Cc1[nH]c2ccccc2c1C(=O)C(=O)N1CC2CC(C1)c1cccc(=O)n1C2 (configuration not stated) – NR2E3 ag-2 = 5
# Cc1ccc2[nH]c(=S)n(-c3cccnc3)c(=O)c2c1 – TRPM1 prom inh = 7

# Among those listed so far, these contain a carbonyl joined to an NH by a bond outside any ring.
no. | SMILES | TRPM1 prom inh | Peg3 promoter | HIF-2a inh | CF NFkB block | TROY signal inh | C8 TRAIL sens
3 | COc1cc(C(=O)Nc2ccc(Br)cc2C(=O)c2ccccc2Cl)cc(OC)c1OC | 6 | -12 | 23 | 24 | 0 | 5
22 | COC(=O)C1=C(c2cc3ccccc3o2)C[C@@H]2CC[C@H]1N2C(=O)NC(C)C | 6 | 5 | 14 | -4 | -14 | 2

no. | KKLEB cytotox | NR2E3 ag-2 | TWEAK-Fn14 inh | NR2E3 ag-1 | Shn3 3UTR inh
3 | -50* | 0 | 21 | -17 | 4
22 | 14 | -5 | -6 | -1 | 9

# Not all compounds are listed; count on the stated rates, not on these rows.
